Bioassay records deposited in PubChem by Sanford-Burnham Center for Chemical Genomics.
hIAP block = human IAP inhibitors, primary screen, biochemical, luminescence, uHTS | purified IAP, CDP-Star luminescence, 30 min | hit rate 0.12% among 330,000 | inhibition, % at 10 µM | Intestinal-type alkaline phosphatase (Homo sapiens), P09923;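 active = inhibition reaching a set limit with compound at 10 µM in the primary screen, cut at about 35% in these data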;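 also: plate controls were DMSO wells with enzyme for no effect and no-enzyme buffer wells for full effect; values of inactives mirror those of a sister screen read the other way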
NLRP3 yeast inh = NALP3 inflammasome inhibitors in reconstituted yeast, primary screen, luminescence, uHTS | inhibition, % at 10 µM | AID 2825, 2010 | Yeast reconstituted NLRP3/ASC/caspase-1, beta-gal luminescence, 24 h | hit rate 0.39% among 330,000;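 active = inhibition of 50% or more; inactive = inhibition below 50%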;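 also: plate controls were induced DMSO wells for no effect and uninduced yeast grown without galactose for full effect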
tim10-1 inh = growth inhibitors of tim10-1 mutant yeast, primary screen, luminescence, uHTS | inhibition, % at 20 µM | S. cerevisiae tim10-1 ts strain growth, BacTiter-Glo, 24 h | AID 463190, 2010 | hit rate 2.2% among 330,000;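 active = inhibition of at least 40%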;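 also: mutant grown at 25 °C; 0% = DMSO wells with yeast and 100% = wells holding no yeast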
A3A deaminase = APOBEC3A ssDNA deaminase inhibitors, primary screen, selectivity assay for APOBEC3G inhibitor project, biochemical, FAM/TAMRA oligo cleavage fluorescence; DNA dC->dU-editing enzyme APOBEC-3A (Homo sapiens), P31941; recombinant A3A, FAM/TAMRA ssDNA deamination fluorescence; inhibition, % at 20 µM; hit rate 0.41% among 330,000; AID 493011, 2011;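 active = at least 40% inhibition at 20 µM here, with at most 30% in a related deaminase screen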;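 also: plate controls were A3A with DMSO for no effect and wells lacking A3A enzyme for full effect; some results filed as inactive read as strong as hits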
Target sequence (P31941 whole entry, looked up): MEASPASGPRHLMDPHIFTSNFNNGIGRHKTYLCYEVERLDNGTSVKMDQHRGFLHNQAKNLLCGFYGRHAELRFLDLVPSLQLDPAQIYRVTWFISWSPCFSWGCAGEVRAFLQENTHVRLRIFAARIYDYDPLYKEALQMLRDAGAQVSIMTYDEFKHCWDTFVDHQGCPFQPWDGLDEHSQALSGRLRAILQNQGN
APOBEC3G inh = APOBEC3G DNA deaminase inhibitors, primary screen, biochemical, fluorescence, single-stranded DNA substrate, uHTS; recombinant A3G, ssDNA deamination FAM/TAMRA fluorescence; inhibition, % at 20 µM; hit rate 0.28% among 330,000;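 active = inhibition of at least 40% at 20 µM, with no more than 30% in the related APOBEC3A deaminase screen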;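 also: plate controls were DMSO wells with A3G for no effect and wells lacking A3G enzyme for full effect; some compounds called inactive have numbers as strong as hits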
Target sequence (Q9HC16 whole entry, looked up): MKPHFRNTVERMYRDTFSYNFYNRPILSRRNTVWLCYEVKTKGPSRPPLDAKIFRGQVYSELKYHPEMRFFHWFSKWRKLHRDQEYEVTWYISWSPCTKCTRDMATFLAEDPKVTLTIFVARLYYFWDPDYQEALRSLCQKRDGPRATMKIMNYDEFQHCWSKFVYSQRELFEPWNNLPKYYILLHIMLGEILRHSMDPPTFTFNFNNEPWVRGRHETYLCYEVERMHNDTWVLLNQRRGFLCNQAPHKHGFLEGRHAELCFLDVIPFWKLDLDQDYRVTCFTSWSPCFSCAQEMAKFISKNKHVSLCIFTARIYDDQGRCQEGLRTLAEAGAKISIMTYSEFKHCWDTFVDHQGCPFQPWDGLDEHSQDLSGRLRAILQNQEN
mIAP activ = activators of mouse IAP, primary screen, biochemical, luminescence, uHTS; intestinal alkaline phosphatase [Mus musculus]; hit rate 0.24% among 330,000; AID 2805, 2010; activation factor at 10 µM; muIAP, CDP-Star luminescence, 30 min; active compounds read high; 1 = vehicle-only enzyme signal, 0 = enzyme-free wells;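 active = activation factor of at least 2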; also: the source names both 10 and 20 µM as test concentration; values of inactives mirror those of a sister screen read the other way
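Assay system: mouse IAP enzyme / Compound: DMSO-dissolved test compounds / Timing: 30 min, room temperature / Measured by: luminescence from enzymatic CDP-Star hydrolysis / Control set: DMSO-only wells, enzyme-free buffer wells as negative control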
MIN6 prolif = inducers of MIN6 beta-cell proliferation, primary screen, ATP luminescence, uHTS | MIN6 cells proliferation, ATPlite luminescence, 48 h; cells starved in 0.2% serum; 100% = growth in 10% serum | proliferation, % at 10 µM | hit rate 0.29% among 330,000 | AID 2380, 2010;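 active = compounds whose signal lies at least 3.5 SD above the mean of all wells on their plate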;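 also: 0% = DMSO-treated cells in low-serum medium and 100% = 10% serum control; some compounds called inactive have numbers as strong as hits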
TIM10 inh = growth inhibitors of isogenic TIM10 control yeast, primary screen, counter-screen for tim10-1 yeast inhibitor project, luminescence, uHTS. inhibition, % at 10 µM. S. cerevisiae TIM10 strain growth, BacTiter-Glo luminescence, 24 h. hit rate 1.4% among 330,000;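 active = inhibition of 40% or more at the single tested concentration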;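 also: wild-type TIM10 isogenic control strain grown at permissive 25 °C; 0% = DMSO yeast wells and 100% = minimal medium wells without yeast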
mIAP inh = inhibitors of mouse IAP, primary screen, biochemical, luminescence, uHTS. AID 2806, 2010. intestinal alkaline phosphatase [Mus musculus]. hit rate 0.2% among 330,000. inhibition, % at 10 µM. purified mouse IAP, CDP-Star luminescence, 30 min;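 active = inhibition of at least 40% at 10 µM in the primary screen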;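 also: plate controls were DMSO with enzyme for no effect and no enzyme wells for full effect; values of inactives mirror those of a sister screen read the other way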
The depositor's hits bear a star; & = joins results of further samples. Rows were taken by chance, and some 4.6% of all compounds hit somewhere here.

The opening four compounds, to show the layout:
SMILES	hIAP block	NLRP3 yeast inh	tim10-1 inh	A3A deaminase	APOBEC3G inh	mIAP activ	MIN6 prolif	TIM10 inh	mIAP inh
Cn1c(=O)c2c(nc(N3CCOCC3)n2CCSc2ncccn2)n(C)c1=O	2	2	-6	-3	1	0.96	3	1	4
Cc1ccccc1C(=O)NC(=S)Nc1ccc(S(=O)(=O)N2CCN(C)CC2)cc1	-7	2	12	-3	-6	0.94	-1	2	6
COc1ccc(S(=O)(=O)N2CCCCCC2)cc1C(=O)N(C)CCOc1ccccc1	-21	17	12	1	-4	1	3	-7	-1
Cc1ccc(C(=O)N/C(=C\c2cn(S(=O)(=O)N(C)C)c3ccccc23)C(=O)N2CCCC2)cc1	-7	7	21	-9	-7	0.93	5	16	7

Main list, from the first entry:
SMILES	hIAP block	NLRP3 yeast inh	tim10-1 inh	A3A deaminase	APOBEC3G inh	mIAP activ	MIN6 prolif	TIM10 inh	mIAP inh
Cn1c(=O)c2c(nc(N3CCOCC3)n2CCSc2ncccn2)n(C)c1=O	2	2	-6	-3	1	0.96	3	1	4
Cc1ccccc1C(=O)NC(=S)Nc1ccc(S(=O)(=O)N2CCN(C)CC2)cc1	-7	2	12	-3	-6	0.94	-1	2	6
COc1ccc(S(=O)(=O)N2CCCCCC2)cc1C(=O)N(C)CCOc1ccccc1	-21	17	12	1	-4	1	3	-7	-1
Cc1ccc(C(=O)N/C(=C\c2cn(S(=O)(=O)N(C)C)c3ccccc23)C(=O)N2CCCC2)cc1	-7	7	21	-9	-7	0.93	5	16	7
O=S(=O)(Cc1ccccc1)N1CCN(Cc2ccc(Br)cc2)CC1	-4	32	-8	-2	-10	1	1	-6	-2
Cc1c(C(=O)NCC2CCCO2)oc2ccccc12 (stereo not drawn)	5	4	9	1	2	0.93	-2	5	7
O=C1c2oc3ccccc3c(=O)c2C(c2cccc(O)c2)N1c1ccccn1 (stereo not drawn)	-9	11	24	51*	-2	0.93	-5	15	7
COc1ccc(C2(C)NC(=O)N(CC(=O)NCc3ccccc3F)C2=O)cc1 (stereo not drawn)	3	2	0	0	-6	0.93	0	-8	7
CC(=O)N1c2ccccc2[C@@H](C)[C@@H]1C	-12	11	-4	2	1	1	-5	4	-5
COc1ccccc1/C=C1\SC(=S)N(CCC(=O)NC2=NCCS2)C1=O	4	-2	3	-3	-4	0.87	4	0	13
COc1ccc(C(=O)NCC(C)C)c(OC)c1	10	15	-3	0	0	0.89	-2	5	11
CCCC(=O)N=C1SC2CS(=O)(=O)CC2N1c1ccc(-c2nc3ccc(C)cc3s2)cc1 (stereo not drawn)	13	8	12	1	-5	0.92	0	8	8
O=[N+]([O-])c1cccc(/C=N/NC2=NS(=O)(=O)c3ccccc32)c1	3	27	3	-3	-6	0.94	-3	11	6
COc1cc(CC(=O)Nc2ccc(S(=O)(=O)NC3=NCCCCC3)cc2)cc(OC)c1OC	-7	-3	-3	1	-3	1.1	-3	-3	-9
CCN(CC)c1ccc(NC(=O)c2ccc3c(c2)OCO3)cc1	12	20	6	-4	-4	0.99	-3	8	1
Cc1cnc(NC(=O)c2cc3c(C)nn(Cc4ccccc4Cl)c3s2)s1	7	11	2	-1	-3	0.91	-4	-33	9
CC(C)N(Cc1nc(-c2ccccc2)no1)C(=O)C(Cl)(Cl)Cl	9	-9	24	3	0	1	-1	41*	0
Cc1cc(C)nc(NS(=O)(=O)c2ccc(N)cc2)n1	-8	7	8	-2&7	-8&0	1.1	-7	6	-8
COc1ccc(OC)c2c1cc(C(=O)N[C@@H](C)C(=O)N[C@@H](C(=O)O)c1ccccc1)n2C	-15	10	-14	-1	-5	0.96	-3	2	4
CN(CCC#N)C(=O)COc1ccc(Br)cc1Cl	-2	19	13	2	-2	0.97	-2	13	2

Four of the compounds above, with values under each structure.
Results follow in this order: hIAP block | NLRP3 yeast inh | tim10-1 inh | A3A deaminase | APOBEC3G inh | mIAP activ | MIN6 prolif | TIM10 inh | mIAP inh
CCCC(=O)N=C1SC2CS(=O)(=O)CC2N1c1ccc(-c2nc3ccc(C)cc3s2)cc1 (stereo not drawn)
→ 13 | 8 | 12 | 1 | -5 | 0.92 | 0 | 8 | 8
CN(CCC#N)C(=O)COc1ccc(Br)cc1Cl
→ -2 | 19 | 13 | 2 | -2 | 0.97 | -2 | 13 | 2
O=[N+]([O-])c1cccc(/C=N/NC2=NS(=O)(=O)c3ccccc32)c1
→ 3 | 27 | 3 | -3 | -6 | 0.94 | -3 | 11 | 6
CC(C)N(Cc1nc(-c2ccccc2)no1)C(=O)C(Cl)(Cl)Cl
→ 9 | -9 | 24 | 3 | 0 | 1 | -1 | 41* | 0

(list continues)
SMILES	hIAP block	NLRP3 yeast inh	tim10-1 inh	A3A deaminase	APOBEC3G inh	mIAP activ	MIN6 prolif	TIM10 inh	mIAP inh
Cc1ccc(C)c(Cn2nnc3c(=O)[nH]c(C(=O)NCc4ccco4)nc32)c1	17	0	26	17	7	0.83	-1	-3	17
CCCOc1ccccc1N/C(=N/c1nc(C)cc(C)n1)NC(=O)COc1ccc(OC)cc1	1	31	28	-1	4	0.96	-4	12	4
N#CCCn1c(-c2nonc2NC(=O)c2ccccc2Cl)nc2ccccc21	-65	13	-7	0	-4	1	1	-1	0
O=C(CN(C(=O)CCC(=O)Nc1nccs1)c1cccc(F)c1)NCc1ccc(F)cc1	-1	5	-12	-1	-2	0.91	0	4	9
O=C(O)Cn1cc(/C=C2\SC(=O)N(c3ccccc3)C2=O)c2ccccc21	9	17	12	2	-5	0.87	-2	6	13
CCOc1ccc(CN(C)C(=O)CNC(=O)C2CCCCC2)cc1	0	12	-4	-1	-8	0.99	-1	11	1
Nc1cc(=O)[nH]c(SCc2ccc(Cl)cc2Cl)n1	11	11	-9	-2	-7	0.89	-3	3	11
COC(=O)C(C)n1cnc2c(nnn2-c2cccc(OC)c2)c1=O (stereo not drawn)	-6	2	3	-1	-6	1	-2	-3	-1
CCC(=O)Nc1sc(C(=O)Nc2ccccc2)c(C)c1C(=O)OC	6	26	2	-4	-4	0.89	-2	33	11
CCOc1ccc2c(c1)ncn2Cc1ccccc1	-12	17	30	0	-3	1.1	-2	12	-9
CCN(CC)CCSc1nc2ccccc2c(=S)n1-c1ccccc1	17	19	22	-2	-6	0.94	-3	13	6
COc1cc2c(cc1OC)C(COc1ccc3c(C)cc(=O)oc3c1)N(C(=O)c1ccco1)CC2 (stereo not drawn)	-22	6	15	0	-3	0.88	3	16	12
Cc1nnc2nc(-c3ccccc3)nc(-c3ccccc3)n12	-14	20	15	-1	-8	0.87	-2	16	13
COc1cc(C(=O)NCC(c2ccco2)N2CCc3ccccc32)cc(OC)c1OC (stereo not drawn)	-12	9	8	-4	-6	1.1	-2	0	-6
CCOCCCNC(=O)C(c1ccc(OC)cc1)N(Cc1cccs1)C(=O)c1ccccc1O (stereo not drawn)	-8	7	17	2	-8	0.95	-2	13	5
O=C1NC(=S)N/C1=C\c1ccc(N2CCOCC2)cc1	13	12	2	-5	-8	0.91	-4	4	9
CCN(c1ccccc1)S(=O)(=O)c1ccc(Cl)c(NC(=O)CSc2nnc(C)s2)c1	-4	1	-14	5	-3	1	0	-32	0
Cc1cc(Cl)ccc1OCC(=O)Nc1ccccc1C(=O)N1CCOCC1	7	20	15	-1	-9	1	-1	-1	-1
CCOc1ccc(Cl)cc1/C=N/NC(=O)CNC(=O)c1ccccc1	0	7	14	2	1	0.94	0	13	6
O=C(Cn1cnc2cc(Cl)ccc2c1=O)Nc1ccc2c(c1)OCO2	11	4	7	2	2	1	5	13	-1
c1cncc(-c2ccnc3ncnn23)c1	-9	5	11	-1	-12	0.81	-2	1	19
Cc1cc(C)nc(NC(=O)c2ccc(C)o2)n1	-7	-7	1	-1	-7	0.96	-2	-10	4
CS(=O)(=O)Nc1ccc2c(c1)C(=O)OC2	-12	-20	14	1	-2	0.97	-2	6	3
Cc1ccc(NC(=O)COC(=O)Cc2c[nH]c3ccccc23)cc1F	-11	5	3	-1	-2	1.1	1	17	-7
COc1cccc(-c2noc(-c3cccs3)n2)c1	-13	1	22	-5	-6	0.92	-1	18	8
CC(C)C[C@@H](NC(=O)[C@H]1CCCN1C(=O)Cc1ccccc1)C(N)=O	3	22	3	-4	-5	1	0	-18	-2
Cc1ccc(N2C(=O)C(Cl)=C(N3CCOCC3)C2=O)cc1Cl	-1	-7	-1	0	-5	0.93	0	-26	7
N#CC[C@H](Cc1ccccc1)N1CC[C@@H](NC(=O)OCc2ccccc2)CCC1=O	7	6	22	-3	-4	0.94	-1	14	6
Cc1cccc(CSc2cccc3cccnc23)c1	-6	41	46*	0	-1	1	-6	37	-2
Cc1nc2cccc(C(=O)NC3CCCCC3)c2o1	9	10	8	-2	0	1	-1	9	0
COC(=O)c1ccc(-n2cncn2)c(F)c1	-14	-1	8	0	11	0.92	2	-6	8
FC(F)(F)c1cccc(OCc2nnc3n2CCC3)c1	3	-6	9	1	-1	1	0	-14	-3
O=C(Cn1cnc2ccccc2c1=O)c1ccccc1	18	1	-15	-4	-3	0.93	-1	-7	7
COc1cc(NC(=O)c2cccs2)c(C(=O)OCC(=O)NC(=O)NC(C)(C)C)cc1OC	-6	-8	23	-2	-5	1.1	-2	19	-8
COc1cc(-c2nn3c(-c4cccc(C)c4)nnc3s2)cc(OC)c1OC	5	0	31	3	-1	1	4	23	-1
COCCNC(=O)C1Nc2ccc(OC(F)(F)F)cc2C2C=CCC12 (stereo not drawn)	-1	20	5	0	-11	0.97	-7	8	3
CCCCSCc1ccc(C(=O)O)o1	-5	7	7	2	2	1	1	14	-2
CCn1cc(C(=O)NCc2cccs2)c(=O)c2ccc(C)nc21	-15	30	5	0	-3	0.95	-2	10	5

Compound profiles, from the list above.
Profile of `O=C(Cn1cnc2ccccc2c1=O)c1ccccc1` → hIAP block = 18; NLRP3 yeast inh = 1; tim10-1 inh = -15; A3A deaminase = -4; APOBEC3G inh = -3; mIAP activ = 0.93; MIN6 prolif = -1; TIM10 inh = -7; mIAP inh = 7
Profile of `CCn1cc(C(=O)NCc2cccs2)c(=O)c2ccc(C)nc21` → hIAP block = -15; NLRP3 yeast inh = 30; tim10-1 inh = 5; A3A deaminase = 0; APOBEC3G inh = -3; mIAP activ = 0.95; MIN6 prolif = -2; TIM10 inh = 10; mIAP inh = 5
Profile of `FC(F)(F)c1cccc(OCc2nnc3n2CCC3)c1` → hIAP block = 3; NLRP3 yeast inh = -6; tim10-1 inh = 9; A3A deaminase = 1; APOBEC3G inh = -1; mIAP activ = 1; MIN6 prolif = 0; TIM10 inh = -14; mIAP inh = -3
